HTR2A ag – activates the mouse 5-HT2A serotonin receptor | CHO-K1 mHTR2A beta-arrestin complementation, luminescence; percent of 30 µM serotonin response | activation, % at 7.6 µM | hit rate 0.66% among 360,000;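 active = activation above a run cutoff, the mean activation of all tested compounds plus 3 SD, cut at about 14% in these data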;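 also: 0% = plate median of compound wells and 100% = 30 µM serotonin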
Target sequence (P35363 whole entry, looked up): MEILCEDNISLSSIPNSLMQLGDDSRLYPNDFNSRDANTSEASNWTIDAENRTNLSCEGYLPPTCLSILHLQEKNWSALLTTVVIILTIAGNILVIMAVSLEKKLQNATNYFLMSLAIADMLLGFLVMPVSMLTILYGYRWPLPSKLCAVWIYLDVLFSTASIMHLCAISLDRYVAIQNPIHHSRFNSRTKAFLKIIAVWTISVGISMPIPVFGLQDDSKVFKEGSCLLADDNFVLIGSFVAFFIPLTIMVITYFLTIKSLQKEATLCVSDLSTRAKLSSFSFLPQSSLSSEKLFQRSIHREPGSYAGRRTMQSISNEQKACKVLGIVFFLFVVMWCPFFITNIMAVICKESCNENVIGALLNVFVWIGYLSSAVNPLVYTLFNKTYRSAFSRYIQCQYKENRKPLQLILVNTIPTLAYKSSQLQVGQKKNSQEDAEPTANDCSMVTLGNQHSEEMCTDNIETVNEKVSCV
N-glyco inh – blocks N-linked glycosylation in D54 reporter cells | D54 ERlucT glycosylation luciferase reporter, 24 h; percent of 100 nM tunicamycin response | reporter increase, % at 12.5 µM | hit rate 0.23% among 360,000 | AID 588692;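 active = mean luciferase reporter signal, scaled so untreated is 0 and the glycosylation-blocking control 100, at or above a set limit in every replicate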;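 also: luciferase carries N-glycosylation sites so blocking glycosylation raises the light; 0% = median of neutral control wells and 100% = median of 100 nM tunicamycin wells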
iPSC survival up – hiPSC single-cell survival enhancement; ATPlite luminescence; 100% = ROCK inhibitor wells, 0% = DMSO; survival enhancement, % at 20 µM; hit rate 0.044% among 360,000; in the data active = survival enhancement above about 18%;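 also: cells exposed to compounds for 16 hours before the ATP read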
MC4R antagonist – blocks human MC4R cAMP signaling; MC4R-expressing cells, MTII-stimulated cAMP, LANCE TR-FRET; hit rate 0.48% among 360,000; AID 540295; inhibition, % at 6.5 µM; P32245;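 active = inhibition above its plate's cutoff, the mean of tested wells on that plate plus 3 SD, cut at about 29% in these data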;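 also: 0% = Melanotan II alone and 100% = Melanotan II plus saturating MCL0020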
Target sequence (P32245 whole entry, looked up): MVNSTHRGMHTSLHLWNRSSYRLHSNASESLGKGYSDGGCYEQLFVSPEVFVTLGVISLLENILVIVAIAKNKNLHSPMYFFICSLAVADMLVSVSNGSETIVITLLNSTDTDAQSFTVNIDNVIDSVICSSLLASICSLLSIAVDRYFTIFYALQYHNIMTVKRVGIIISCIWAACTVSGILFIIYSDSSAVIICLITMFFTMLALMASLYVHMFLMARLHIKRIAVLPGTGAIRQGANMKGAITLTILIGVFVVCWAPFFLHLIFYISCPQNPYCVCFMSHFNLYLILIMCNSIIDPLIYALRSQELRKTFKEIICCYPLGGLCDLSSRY
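Material: human MC4R-expressing U2OS cells. Probe or stimulus: Melanotan II challenge. Dosing: 6.5 µM single dose. Times: 30-min compound, 1-h challenge, 1-h detection, room temperature. Technique: TR-FRET with Eu-cAMP and labeled anti-cAMP, 671 nm. Replication: singlicate.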
MC4R barr agon – activates human MC4R beta-arrestin recruitment | P32245 | U2OS MC4R beta-arrestin complementation, luminescence; percent of melanotan II response, DMSO zero | activation, % at 8.9 µM | hit rate 0.98% among 360,000 | AID 540308;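 active = activation above a per-plate cutoff, the mean activation of sample wells on that plate plus 3 SD, cut at about 8% in these data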
Exocytosis inh – blocks lytic granule exocytosis. AID 651702. hit rate 0.66% among 360,000. inhibition, % at 10 µM. TALL-104 LAMP-1 surface exposure, flow cytometry; cells stimulated with thapsigargin and PMA;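 active = inhibition above about 55%, limit read from the data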
ABHD5 PLIN5 PPI – ABHD5-PLIN5 protein interaction inhibition | AID 602281 | Q00G26+Q8WTS1 | Split G. princeps luciferase complementation, luminescence, 4 h | inhibition, % at 4 µM | hit rate 0.78% among 360,000;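 active = inhibition above the mean inhibition across every tested compound plus 3 SD, cut at about 22% in these data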;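 also: 0% = DMSO only wells and the 100% control is not disclosed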
ABCB6 inh MLPCN – inhibitors of human ABC transporter ABCB6 | hit rate 0.19% among 360,000 | K562-ABCB6 porphyrin accumulation, flow cytometry, 1 h; stronger effect = lower value | Q9NP58 | fluorescence ratio to DMSO, % at 10 µM;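 active = fluorescence ratio to DMSO below 75%, the collection mean minus 3 SD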;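 also: signal is porphyrin accumulated inside mitochondria; 100% equals median channel fluorescence of DMSO control wells; lower ratio means ABCB6 inhibition with less porphyrin fluorescence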
aDG glyco act – alpha-DG glycosylation activation; hit rate 0.22% among 360,000; AID 624168; activation, % at 10 µM; Pro5-aDG cells, alpha-DG glycosylation AlphaScreen (IIH6); 0% Pro5, 100% B10-LARGE cell signal;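 active = activation of at least 8% versus controls, or a plate z-score of at least 8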;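 also: Pro5 are CHO cells carrying HIG-tagged alpha-DG that lacks glycosylation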
Cardio protect – protects H9c2 cardiomyocytes from peroxide injury | AID 588492 | protection from H2O2 cell death, % at 20 µM | hit rate 0.63% among 360,000 | H2O2 injury protection, ATPLite, 2 h;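 active = compounds giving at least 50% protection of heart cells from peroxide-induced death in the single-dose screen, raw or plate-pattern-corrected value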;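 also: 0% = DMSO wells with peroxide and 100% = DMSO wells without peroxide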
Numbers without * were called inactive; . = not tested or not shown. An unsorted share of the library; 4.5% or so of the library scored in one or more.

[1] CC(CCCCCCCCC(=O)O)N(CCO)C(=O)OC(C)(C)C (stereo not drawn)
[2] CCOC(=O)c1nn(-c2ccccc2)c(C#N)c1N
[3] Cc1noc(NC(=O)c2ccccc2Cl)c1C#N
[4] Cc1cc(C)c(S(C)(=O)=O)c(S(=O)(=O)c2ccc(Cl)cc2)n1
[5] CCOc1ccc(S(=O)(=O)NCCC(=O)NCC2(N3CCCCC3)CCCCC2)cc1
[6] Cc1cccc(CSc2nnc(-c3cccs3)n2Cc2ccco2)c1
[7] O=C(NCCc1ccccc1)c1cccc(S(=O)(=O)NCc2ccccc2)c1
[8] COc1ccc(Cl)cc1C1=NOC2(CCC2)C(=O)N1Cc1ccc(NC(C)=O)cc1
[9] O=c1c(-c2cccc(Cl)c2)c[nH]n1-c1ccccc1
[10] COc1ccc(C(C(=O)c2ccccc2)c2ccccc2)cc1 (stereo not drawn)
Assay by compound,1,2,3,4,5,6,7,8,9,10
HTR2A ag,-1,4,-1,-4,0,-4,-3,-5,-1,-1
N-glyco inh,2,0,-1,6,-1,-3,0,3,1,.
iPSC survival up,0.2,1.0,0.4,0.6,0.2,3.7,0.4,2.7,0.7,.
MC4R antagonist,15,-3,1,4,8,17,0,22,11,.
MC4R barr agon,-1.1,1.9,-0.9,-0.3,-2.8,-2.6,-4.9,1.4,0.8,.
Exocytosis inh,-5,-2,-1,-2,-6,-4,-11,3,0,-11
ABHD5 PLIN5 PPI,-7,-7,0,-3,4,3,-3,0,7,-4
ABCB6 inh MLPCN,103,91,89,102,101,91,99,98,96,.
aDG glyco act,0.2,0.1,0.1,-0.3,0.1,0.5,-0.1,0.0,-0.1,0.0
Cardio protect,5,4,-5,4,-5,2,-4,2,-6,.

Two entries from above, with values under each structure.
Value order: HTR2A ag | N-glyco inh | iPSC survival up | MC4R antagonist | MC4R barr agon | Exocytosis inh | ABHD5 PLIN5 PPI | ABCB6 inh MLPCN | aDG glyco act | Cardio protect
[4] Cc1cc(C)c(S(C)(=O)=O)c(S(=O)(=O)c2ccc(Cl)cc2)n1
→ -4 | 6 | 0.6 | 4 | -0.3 | -2 | -3 | 102 | -0.3 | 4
[9] O=c1c(-c2cccc(Cl)c2)c[nH]n1-c1ccccc1
→ -1 | 1 | 0.7 | 11 | 0.8 | 0 | 7 | 96 | -0.1 | -6

The listing continues.
[11] Cc1cccc(C)c1-n1nnnc1C1(C)CCC(=O)N1CCc1ccc(O)cc1 (stereo not drawn)
[12] CCOC(=O)c1ccc(NC(=O)c2ccc(CN3CCc4ccccc4C3)cc2)cc1
[13] O=C(Nc1ccc(F)cc1)/C(=C1/CCCCCN1)[N+](=O)[O-]
[14] O=c1[nH]c(=O)n(-c2cc(Br)c(O)c(Br)c2)cc1Br
[15] CNC(=S)Nc1cc(OC)ccc1OC
[16] CN(C)S(=O)(=O)Nc1ccc(Br)cc1F
[17] COc1ccc(C2CC(c3ccccc3C(F)(F)F)=NN2c2ccc(S(N)(=O)=O)cc2)cc1 (stereo not drawn)
[18] Cc1cc(C)cc(NC(=S)NCCc2c[nH]c3ccccc23)c1
[19] Clc1ccc(CNc2ccc(N3CCN(Cc4ccccc4)CC3)cc2)cc1
[20] O=C(Nc1ccc(N2CCN(c3ccccc3)CC2)c(F)c1)C1CC1
Assay by compound,11,12,13,14,15,16,17,18,19,20
HTR2A ag,-3,-5,1,3,3,-1,-3,0,-7,4
N-glyco inh,.,-3,0,3,1,1,-2,-5,-3,0
iPSC survival up,-0.3,-0.4,-0.5,0.0,-0.4,1.1,-2.1,-1.5,-0.8,-0.3
MC4R antagonist,.,0,6,6,5,1,8,7,4,4
MC4R barr agon,.,1.2,0.5,-0.1,0.0,-0.7,1.5,-2.7,0.4,-1.7
Exocytosis inh,-8,70*,-4,-4,-4,-2,10,5,67*,4
ABHD5 PLIN5 PPI,2,-1,1,7,-4,4,3,-6,-10,0
ABCB6 inh MLPCN,101,96,102,93,92,103,98,89,93,96
aDG glyco act,0.0,0.6,0.0,-0.1,-0.1,0.6,2.0,0.8,-0.2,-0.2
Cardio protect,.,5,-1,7,-1,3,8,-7,-8,-4

[21] O=C(NCCc1ccccc1)C1CCN(S(=O)(=O)c2cccs2)CC1
[22] O=C(NCCn1cc(SCC(=O)N2CCOCC2)c2ccccc21)c1c(F)cccc1F
[23] CC(=O)N1Cc2[nH]c3ccccc3c2CC1C(=O)O (stereo not drawn)
[24] COCCNC(=O)Cn1cc(C(=O)c2ccco2)c2ccccc21
[25] Oc1cccc(C(O)CNCc2ccc(OCc3ccc(Cl)cc3Cl)cc2)c1 (stereo not drawn)
[26] O=C(CO/N=C/c1ccccc1)N1c2ccccc2Oc2ccccc21
[27] O=C(Cn1cnc2c(nnn2Cc2ccc(F)cc2)c1=O)OCc1ccccc1
[28] CCN(CC)C(=O)C1=C(C)N(CCCN2CCCC2=O)C(=O)C(CC(=O)NCCc2ccccn2)C1 (stereo not drawn)
[29] C=CCN1C(=O)c2ccccc2Sc2ccc(C(=O)NCCC)cc21
[30] NC(=O)CC(NC(=O)OCc1ccccc1)C(=O)O (stereo not drawn)
Assay by compound,21,22,23,24,25,26,27,28,29,30
HTR2A ag,0,2,4,1,7,-2,3,0,-4,5
N-glyco inh,-1,2,5,0,-2,0,1,0,-1,2
iPSC survival up,0.8,1.0,-0.3,-0.4,-1.1,-2.1,5.5,2.5,0.5,-2.3
MC4R antagonist,0,18,-2,20,0,6,2,-5,2,-7
MC4R barr agon,-1.1,0.4,0.6,-2.1,14*,4.0,1.6,-1.0,-0.9,-0.7
Exocytosis inh,-4,6,12,0,0,1,-2,-6,2,-2
ABHD5 PLIN5 PPI,-10,-9,9,1,7,-14,0,2,-1,1
ABCB6 inh MLPCN,93,98,93,93,104,89,86,101,96,91
aDG glyco act,-0.2,-0.1,-0.1,0.0,3.8,-0.2,-0.2,-0.1,0.1,-0.3
Cardio protect,4,5,4,3,4,1,19,-8,-3,4

Limited to iPSC survival up, for 3 of the compounds above:
| # | canonical_smiles | iPSC survival up |
| --- | --- | --- |
| 25 | Oc1cccc(C(O)CNCc2ccc(OCc3ccc(Cl)cc3Cl)cc2)c1 (stereo not drawn) | -1.1 |
| 26 | O=C(CO/N=C/c1ccccc1)N1c2ccccc2Oc2ccccc21 | -2.1 |
| 28 | CCN(CC)C(=O)C1=C(C)N(CCCN2CCCC2=O)C(=O)C(CC(=O)NCCc2ccccn2)C1 (stereo not drawn) | 2.5 |

Carrying on.
[31] COC(=O)c1nnn(CC(=O)Nc2cccc(Cl)c2C)c1C(=O)OC
[32] Cn1nc(C(F)(F)F)c(-c2ccc(F)cc2)c1NC(=O)Nc1ccc(F)cc1
[33] O=C(CCc1ccccc1)NNC(=O)c1ccccc1F
[34] COc1cccc(NC(=O)c2cc3c(=O)n4ccccc4nc3n(CC(C)C)c2=N)c1
[35] NS(=O)(=O)c1ccc(CCNC(=O)c2cc(-c3ccccc3)nc3ccccc23)cc1
[36] CC(C)CN(C(=O)CSc1nnc2ccccn12)c1c(N)n(CC(C)C)c(=O)[nH]c1=O
[37] O=C(NC1CCCC1)C1CCCN1C(=O)Nc1ccccc1Cl (stereo not drawn)
[38] CCN1C(=O)[C@H]2[C@@H](c3ccc(C)cc3)N3C(=O)N(c4cccc(F)c4)C(=O)[C@@]3(Cc3ccc(Cl)cc3)[C@H]2C1=O
[39] CN(C1CCCC1)C1CCN(C(=S)Nc2cc(F)cc(F)c2)CC1
[40] COc1ccc(CCN2CC(C(=O)NCC3(O)CCCCC3)CCC2=O)cc1 (stereo not drawn)
Assay by compound,31,32,33,34,35,36,37,38,39,40
HTR2A ag,5,-2,-1,4,-5,1,4,1,1,1
N-glyco inh,1,-2,0,0,3,0,1,4,-1,0
iPSC survival up,-0.9,0.1,3.1,-1.6,-1.2,-1.8,4.9,-1.7,-0.7,0.4
MC4R antagonist,8,2,0,10,2,1,0,7,0,1
MC4R barr agon,-1.7,2.3,-2.9,1.0,-2.1,0.1,1.6,-0.8,1.9,-1.3
Exocytosis inh,-1,7,-1,68*,2,-4,-2,-2,-10,4
ABHD5 PLIN5 PPI,3,2,0,3,-1,0,-1,1,5,1
ABCB6 inh MLPCN,94,94,92,98,94,102,108,98,86,99
aDG glyco act,-0.2,-0.2,-0.1,0.0,-0.3,-0.2,0.1,0.2,-0.2,-0.3
Cardio protect,2,-16,-3,-7,21,10,0,3,-4,0

Reprinted at random: 3 records from the list.
[32] Cn1nc(C(F)(F)F)c(-c2ccc(F)cc2)c1NC(=O)Nc1ccc(F)cc1
[35] NS(=O)(=O)c1ccc(CCNC(=O)c2cc(-c3ccccc3)nc3ccccc23)cc1
[2] CCOC(=O)c1nn(-c2ccccc2)c(C#N)c1N
Assay by compound,32,35,2
HTR2A ag,-2,-5,4
N-glyco inh,-2,3,0
iPSC survival up,0.1,-1.2,1.0
MC4R antagonist,2,2,-3
MC4R barr agon,2.3,-2.1,1.9
Exocytosis inh,7,2,-2
ABHD5 PLIN5 PPI,2,-1,-7
ABCB6 inh MLPCN,94,94,91
aDG glyco act,-0.2,-0.3,0.1
Cardio protect,-16,21,4

Further compounds.
[41] CCC(C)N(C(=O)Cn1nnc(-c2ccc(Cl)cc2)n1)C1CCS(=O)(=O)C1 (stereo not drawn)
[42] Cc1nc(NCCCn2ccnc2)c2ccccc2n1
[43] Cc1ccc2nc(N(CCCN(C)C)C(=O)c3ccc4ncsc4c3)sc2c1
[44] Cc1ccc(Sc2ccc(S(=O)(=O)Nc3ccc(C(=O)O)cc3)cc2)cc1C
[45] CCc1ccc(OCC2c3cc(OC)c(OC)cc3CCN2C(C)=O)cc1 (stereo not drawn)
[46] Nn1c(-c2ccccc2Cl)nnc1-c1ccccc1Cl
[47] COc1ccc2[nH]c(=O)c(CN(CCN(C)C)C(=O)NCc3ccccc3)cc2c1
[48] CN(Cc1ccccc1)c1nc(-c2ccc([N+](=O)[O-])cc2)nc2ccccc12
[49] COc1ccc(NS(=O)(=O)c2cc3c(cc2C)N(C(C)=O)CCO3)c(OC)c1
[50] S=C(Nc1cccc(Cl)c1)NC1CC2CCCC(C1)N2C1CCCC1 (stereo not drawn)
[51] CCOc1ccc(CNC(=O)CCCN2C(=O)C(c3ccccc3)Oc3cccnc32)cc1 (stereo not drawn)
[52] O=C(COC(=O)CNC(=O)c1ccco1)Nc1ccc(Cl)cn1
Assay by compound,41,42,43,44,45,46,47,48,49,50,51,52
HTR2A ag,3,-2,-4,-4,0,-1,-7,0,0,-4,-4,-1
N-glyco inh,-2,0,-5,-1,1,1,3,-5,-1,0,-2,2
iPSC survival up,-0.4,-0.9,-0.5,0.2,1.8,-5.6,1.7,-2.4,6.6,-3.3,1.3,1.6
MC4R antagonist,-1,2,0,7,2,7,0,1,7,1,3,6
MC4R barr agon,-0.7,-1.1,-1.8,-0.5,0.3,0.0,1.0,0.3,-1.6,0.5,9.1*,-1.6
Exocytosis inh,-4,0,-2,-2,8,-1,0,7,2,53,18,-1
ABHD5 PLIN5 PPI,16,5,4,7,0,2,-1,0,-4,3,-1,8
ABCB6 inh MLPCN,97,120,99,95,101,107,108,86,102,95,104,98
aDG glyco act,0.2,-0.1,0.0,0.2,0.2,-0.3,-0.2,-0.2,-0.3,0.2,-0.1,-0.3
Cardio protect,-4,4,5,1,-2,-10,7,1,-8,2,-9,-2
